Screens deposited in PubChem BioAssay by several laboratories.
Rev-RRE block: inhibitors of HIV-1 Rev-RRE RNA interaction; 0.79% of 97,000 active; P05866; inhibition, % at 8 µM; Rev peptide-RRE RNA binding, FRET;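 active means inhibition above the screen-wide mean plus 3 SD, cut at about 35% in these data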;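 further: 0% = median DMSO wells and 100% = median Neomycin B control wells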
Target sequence (P05866 whole entry, looked up): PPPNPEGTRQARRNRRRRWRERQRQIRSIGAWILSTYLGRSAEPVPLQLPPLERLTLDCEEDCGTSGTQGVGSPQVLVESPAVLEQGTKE
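Test system – labelled RRE RNA duplex and labelled Rev peptide · Signal – fluorescein-to-Cy5 FRET, 480 nm excitation · Evaluation – % inhibition of FRET ratio versus controls · Benchmarks – DMSO low control, neomycin B high control · Incubation – 5 min RNA-compound premix plus 15 min binding step, 25 °C · Medium – HEPES pH 7.5 salt buffer with EDTA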
CYP2C9 inhib: human CYP2C9 inhibition | P11712 | CYP2C9 Supersomes, luciferin-H conversion, luminescence | inhibition, % at 5 µM | 20% of 96,000 active | AID 777;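 active means blocking of liver enzyme CYP2C9 beyond about 50% at 5 µM, limit read from the data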; further: values of inactives mirror those of a sister screen read the other way
CYP2C19 inh: human CYP2C19 inhibition. inhibition, % at 5 µM. P33261. CYP2C19 Supersomes, luciferin-H EGE luminescence, 30 min. AID 778. 21% of 96,000 active;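 active means CYP2C19 inhibition above a set limit at 5 µM in the primary screen, cut at about 50% in these data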;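 further: plate controls were negative control wells for no effect and 2.5 mM tranylcypromine positive control for full effect; values of inactives mirror those of a sister screen read the other way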
PLAP activator: human PLAP activation; activation fold at 20 µM; 1.2% of 96,000 active; purified PLAP enzyme, luminescent substrate read-out; active compounds read high; in the data active means activation fold above about 2
Target sequence (P05187 whole entry, looked up): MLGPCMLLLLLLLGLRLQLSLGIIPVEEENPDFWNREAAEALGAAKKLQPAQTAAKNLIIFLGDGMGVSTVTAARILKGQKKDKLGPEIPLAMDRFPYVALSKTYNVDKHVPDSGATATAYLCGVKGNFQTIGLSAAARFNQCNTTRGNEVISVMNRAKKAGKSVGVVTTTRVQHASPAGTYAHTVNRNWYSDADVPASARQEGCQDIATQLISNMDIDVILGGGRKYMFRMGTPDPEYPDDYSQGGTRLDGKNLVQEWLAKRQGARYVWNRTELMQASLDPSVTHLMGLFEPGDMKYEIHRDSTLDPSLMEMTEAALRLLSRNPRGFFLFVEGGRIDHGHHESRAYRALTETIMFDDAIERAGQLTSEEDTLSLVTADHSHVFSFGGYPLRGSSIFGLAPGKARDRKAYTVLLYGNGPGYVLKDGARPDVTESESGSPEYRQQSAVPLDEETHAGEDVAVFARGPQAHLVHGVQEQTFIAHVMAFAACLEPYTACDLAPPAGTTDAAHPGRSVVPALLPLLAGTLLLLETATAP
CYP2C19 act: increases human CYP2C19 enzyme activity | P33261 | recombinant CYP2C19, luciferin-H EGE luminescence; active compounds read high; 0 = fully inhibited enzyme, 1 = untreated enzyme | activation factor at 5 µM | 96,000 tested, under 10 active | AID 1025;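 active means activation factor of at least 2 at 5 µM in the primary screen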;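 further: 0 = wells with 2.5 mM tranylcypromine and 1 = vehicle-only wells; values of inactives mirror those of a sister screen read the other way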
PLK1 inh: blocks human PLK1 kinase activity; AID 619; recombinant PLK1 kinase, TR-FRET peptide phosphorylation; inhibition, % at 10 µM; 0.53% of 97,000 active; P53350;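 active means inhibition of 50% or more in the single-concentration screen; inactive means inhibition below 50%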;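 further: 0% = DMSO max control and 100% = H-89 dihydrochloride min control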
EphB4 ephrin blk: blocks human EphB4 binding to ephrin-B2. P54760. EphB4 LBD / TNYL-RAW-Alexa532 peptide, fluorescence polarization. inhibition, % at 7 µM. 0.15% of 97,000 active. AID 720;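 active means inhibition above the screen-wide mean inhibition plus 3 SD, cut at about 15% in these data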;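 further: 0% = DMSO wells and 100% = excess unlabeled TNYL-RAW peptide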
PLK1 PBD inh: inhibitors of human Plk1 polo box domain binding | P53350 | Plk1 PBD phosphopeptide binding, fluorescence polarization | 0.13% of 97,000 active | AID 693 | inhibition, %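 (tested at about 20 µM)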; in the data active means inhibition above about 34%, passing the limit was not always enough
CYP2C9 act: activators of human CYP2C9. 1.4% of 96,000 active. P11712. AID 1024. activation factor at 5 µM. recombinant CYP2C9, luciferin-H conversion, luminescence; active compounds read high; factor 1 = untreated enzyme, 0 = blocked;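 active means activation factor of 2 or more for CYP2C9 at a 5 µM dose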;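 further: 0 = sulfaphenazole-blocked wells and 1 = vehicle-only wells; values of inactives mirror those of a sister screen read the other way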
An asterisk follows results filed as active; / = not tested or not shown; [ ] = another dose, or the depositor's remark.

No.	smiles	Rev-RRE block	CYP2C9 inhib	CYP2C19 inh	PLAP activator	CYP2C19 act	PLK1 inh	EphB4 ephrin blk	PLK1 PBD inh	CYP2C9 act
1	CCc1nnc(NC(=O)CSc2nnc(-c3ccccc3NC(=O)c3ccccc3)o2)s1	6	51*	11	1.5	0.9	-9	9	17	0.5
2	CCOc1ccc2nc(NCCCNS(=O)(=O)c3ccccc3)c(C#N)cc2c1	27	55*	36	1.1	0.6	-6	-3	12	0.5
3	N#CCCN/N=C(\Cc1nc2ccccc2[nH]1)c1ccccc1	28	23	16	1.2	0.8	-14	6	-16	0.8
4	CCN(CC)CCn1c(NC(=O)c2ccc(Cl)cc2)nc2ccccc21	13	8	6	1.2	0.9	-4	1	-8	0.9
5	Cc1ccc(NCc2nnc(SCC(=O)c3ccccc3)n2Cc2ccco2)c(C)c1	1	81*	84*	1.4	0.2	-11	0	14	0.2
6	COc1ccc(NC(=O)Nc2ccc3nc(C)c(C)nc3c2)cc1	10	19	3	0.8	1	-9	1	-20	0.8
7	Cc1cc(C)nc(SCCc2ccncc2)n1	/	40	73*	1	0.3	/	/	/	0.6
8	O=S(=O)(NC1CCCC1)c1ccc(S(=O)(=O)N2CCCN(Cc3ccccc3)C2)cc1	13	95*	98*	1.6	0	-2	6	-17	0.1
9	CC(=O)Nc1ccc(Nc2ncnc3c2cnn3-c2ccccc2)cc1	7	6	25	1.1	0.7	-9	6	-5	0.9
10	Cc1cc(C(F)(F)F)n2nc(-c3cnn(C)c3C(F)(F)F)cc2n1	7	-22	35	1	0.6	-5	1	-16	1.2
11	Cc1ccc(C(=O)c2c(C)oc3c2C(=O)C(=O)c2ccccc2-3)cc1	10	56*	63*	1	0.4	-11	-4	-3	0.4
12	CCCCn1c(SCc2cc(=O)[nH]c3ccccc23)nc2c1c(=O)n(C)c(=O)n2C	/	16	14	1.3	0.9	/	/	/	0.8
13	COC(=O)C1=C(C)N(Cc2ccc(C)cc2)C(=O)/C1=C\c1ccc(O)c(OC)c1	3	92*	52*	1.1	0.5	-6	-4	19	0.1
14	COc1ccc(N(CC(=O)NC2CCCCC2)C(=O)CNC(=O)c2ccco2)cc1OC	7	/	/	/	/	-7	7	-1	/
15	COc1ccc(S(=O)(=O)CCC(=O)O)cc1	11	-12	0	0.9	1	-4	5	-11	1.1
16	C=C(C)c1nc(N)nc(N)n1	3	3	-2	0.9	1	-10	-12	-10	1
17	Nc1nc(Br)c2c(F)cccc2c1-c1ccc(Cl)cc1	12	22	13	1	0.9	-6	4	-24	0.8
18	COc1cc(S(=O)(=O)N2CCN(c3ccccc3F)CC2)ccc1Cl	/	90*	99*	0.8	0	/	/	/	0.1
19	COc1ccccc1NC(=O)CN1CCN(CC(=O)Nc2ccc3c(c2)OCCO3)CC1	13	9	94*	0.8	0.1	-15	1	21	0.9
20	CSc1nsc(SCC(=O)Nc2ccc(C(C)=O)cc2)n1	7	57*	50	1	0.5	-8	-1	18	0.4
21	O=C(CSc1nnc(CCCO)n1-c1ccccc1)NCCc1ccccc1	7	10	21	1.3	0.8	-10	2	21	0.9
22	COC(=O)CCn1nnc(-c2cccs2)n1	4	-2	78*	0.9	0.2	-4	0	-16	1
23	Cc1cc(C)c(S(=O)(=O)N(C)CC(=O)N2CCCCC2)c(C)c1	-3	-185	44	1	0.6	-11	-2	-7	2.9*
24	O=C(CSc1nnnn1-c1cccc2c1CCCC2)N1CCCCC1	12	/	/	/	/	8	-6	11	/
25	O=C(c1ccco1)N1CCN(C(=O)c2cc(-c3ccccc3)nc3ccccc23)CC1	5	14	-8	1.3	1.1	-2	13	-40	0.9

No.	smiles	Rev-RRE block	CYP2C9 inhib	CYP2C19 inh	PLAP activator	CYP2C19 act	PLK1 inh	EphB4 ephrin blk	PLK1 PBD inh	CYP2C9 act
26	CC(=O)N1C(=O)N(C)C2C1N(C(C)=O)C(=O)N2C (stereo unspecified)	9	/	/	/	/	-8	6	-17	/
27	CC(=O)Nc1ccc(S(=O)(=O)N(CCO)Cc2ccccc2)cc1	4	71*	56*	0.9	0.4	2	7	-16	0.3
28	O=C(Cn1cnc2c(nnn2Cc2ccccc2)c1=O)N1CCN(c2ccccc2)CC1	/	-3	7	0.9	0.9	/	/	/	1
29	C=CCNc1ncnc2c1[nH]c1ccccc12	3	28	33	1.1	0.7	-3	-6	18	0.7
30	COc1ccccc1N(CN1CCCC1=O)C(=O)c1c(F)cccc1F	6	76*	28	1	0.7	5	0	-5	0.2
31	CCn1c(SCC(=O)Nc2ccc3c(c2)OCCO3)nnc1-c1cccs1	8	52*	33	0.6	0.7	-4	4	4	0.5
32	c1ccc(C2CC3CC(c4ccccc4)N2O3)cc1 (stereo unspecified)	7	/	/	/	/	-10	2	-10	/
33	CCn1c(C)cc(/C=C2\NC(=O)N(Cc3ccccc3)C2=O)c1C	2	2	8	0.8	0.9	-18	5	-14	1
34	COc1ccccc1NC(=O)Cn1nc(-c2ccc(Cl)cc2)c2ccccc2c1=O	15	70*	41	1.6	0.6	-37	3	-7	0.3
35	Cc1cc(C)nc(N2CCCC(C(=O)NC(C)CCc3ccco3)C2)n1 (stereo unspecified)	6	59*	74*	1.5	0.3	-10	11	-16	0.4
36	Cc1nnc(NCCN2CCOCC2)[nH]c1=O	3	2	-7	1	1.1	16	-6	3	1
37	Cc1ccc(C2C(C#N)=C(N)SC(N)=C2C#N)o1	92*[fluorescence artefact?]	48	-1	1.1	1	-16	0	-14	0.5
38	COC(=O)NC(=C(Cl)Cl)S(=O)(=O)c1ccccc1	3	-12	-3	1	1	-7	2	8	1.1
39	O=C(CN1CCSCC1)N/N=C/c1ccc(F)cc1F	3	8	3	1	1	-10	3	-21	0.9
40	O=C(CCCC(=O)N(CC(=O)NC1CCCC1)C1CCCC1)Nc1ccccn1	-1	15	32	1.5	0.7	-4	-10	0	0.9
41	CC1Cc2nc(SCC(=O)N3CCN(c4ccccc4)CC3)n(C)c(=O)c2S1 (stereo unspecified)	2	71*	67*	1.1	0.3	-8	3	8	0.3
42	CCN(CC)S(=O)(=O)c1cccc(C(=O)OCC(=O)c2ccc3c(c2)NC(=O)CO3)c1	7	31	43	0.9	0.6	-5	4	-17	0.7
43	CCn1c(SCC(=O)NC2CCCc3ccccc32)nnc1-c1cccs1 (stereo unspecified)	8	43	19	0.9	0.8	-2	-1	-8	0.6
44	Cc1[nH]c2ccccc2c1C(=O)COC(=O)C1CCC(=O)N1 (stereo unspecified)	8	-85	-3	1	1	-11	4	15	1.9
45	O=C(O)c1[nH]c2ccccc2c1CC(=O)N1CCOCC1	8	4	-4	0.9	1	-6	-2	-2	1
46	Nc1nnc(CSCc2ccc(F)cc2)s1	/	-1	48	0.9	0.5	/	/	/	1
47	Cc1ccc(CC2S/C(=N/c3ccccn3)NC2=O)cc1 (stereo unspecified)	9	8	16	1.9	0.8	-14	-1	-34	0.9
48	Cc1noc(C)c1C(=O)N1CCCc2ccccc21	-1	4	18	1.1	0.8	-21	-8	4	1
49	CCOC(=O)c1ccc(N2C(=O)C=CC2=O)cc1	4	-56	-13	1.2	1.1	-6	5	2	1.6
50	CC1CCN(c2cc(N)c(Cl)cc2[N+](=O)[O-])CC1	1	34	26	0.9	0.7	-9	-2	3	0.7

Continued; it opens with the 2 that closed the last part.
No.	smiles	Rev-RRE block	CYP2C9 inhib	CYP2C19 inh	PLAP activator	CYP2C19 act	PLK1 inh	EphB4 ephrin blk	PLK1 PBD inh	CYP2C9 act
49	CCOC(=O)c1ccc(N2C(=O)C=CC2=O)cc1	4	-56	-13	1.2	1.1	-6	5	2	1.6
50	CC1CCN(c2cc(N)c(Cl)cc2[N+](=O)[O-])CC1	1	34	26	0.9	0.7	-9	-2	3	0.7
51	COc1cccc(OC)c1C(=O)NC(C)C12CC3CC(CC(C3)C1)C2 (stereo unspecified)	3	25	34	1.6	0.7	3	-10	-9	0.8
52	CC(NC(=O)Cc1ccc(F)cc1)C(c1cccs1)N1CCN(C)CC1 (stereo unspecified)	4	/	/	/	/	-6	7	-14	/
53	c1ccc(CCNc2nc3ccccc3n3nnnc23)cc1	/	29	37	0.9	0.6	/	/	/	0.7
54	CCCC(=O)NNC(=O)CCC(=O)NCc1ccccc1	4	-1	10	1.1	0.9	-10	-1	-10	1
55	Cc1ccc(C(O)P(=O)(OC2CCCCC2)OC2CCCCC2)cc1 (stereo unspecified)	6	62*	89*	1.6	0.1	13	2	-9	0.4
56	Cc1c(-c2nc(N)nc(Nc3ccccc3)n2)oc2ccccc12	-5	84*	23	1.3	0.8	-12	-10	1	0.2
57	O=C(c1ccc(Cl)cc1)c1oc2ccccc2c1CS(=O)c1ccccc1 (stereo unspecified)	2	26	28	0.9	0.7	-6	-9	42	0.7
58	COc1ccc2[nH]c(=O)c(C(c3nnnn3C(C)(C)C)N(Cc3ccco3)CC3CCCO3)cc2c1 (stereo unspecified)	11	32	16	1.2	0.8	-9	1	7	0.7
59	CC(=O)Nc1ccc(S(=O)(=O)NC2(C(F)(F)F)C(=O)Nc3c2c(=O)[nH]c(=O)n3C)cc1 (stereo unspecified)	11	0	-11	1	1.1	-6	7	1	1
60	Cc1cc2oc(=O)cc(Cn3ccnc3)c2cc1C	1	57*	100*	0.9	0	-8	-4	-33	0.4
61	O=C(c1ccc(Cl)cc1Cl)c1ncc(C(F)(F)F)cc1Cl	8	22	53*	0.8	0.5	-2	3	22	0.8
62	O=C(CSC1=NCCN1)NC1CCCCCC1	7	5	16	0.9	0.8	-6	2	-26	0.9
63	CCc1ccc(NC(=O)NCCN2CCc3ccccc3C2)cc1	6	/	/	/	/	-17	8	-4	/
64	Cc1ccc(C2C(=O)N(C3CCCC3)CC(=O)N2CC2COc3ccccc3O2)cc1 (stereo unspecified)	10	-8	10	1.1	0.9	-17	-1	15	1.1
65	COc1ccc(/C=N\NC(=O)COc2ccc(C(C)(C)C)cc2)cc1Cn1nc(C)cc1C	7	95*	53*	1.5	0.5	-9	-2	20	0.1
